Screens (PubChem BioAssay)
EPAC2 ag: qHTS for Agonist of cAMP-regulated guanine nucleotide exchange factor 4 (EPAC2): primary screen | Potency, µM (series often up to 154 µM), for inactives: at the highest dose activation, most hits filed as activators | Rap guanine nucleotide exchange factor 4 (Homo sapiens), Q8WZA2 | actives 0.079% (n = 360,000) | EPAC2 activation, biochemical qHTS; response scale: 100% = 6.5 mM cAMP response; further: potency means the concentration at half of the fitted maximal effect; nearly all actives have a fitted effect of over 50% in size
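In this primary screen, activation is scored as increased exchange of BODIPY-GDP from Rap1B by 100 nM EPAC2, with 50 uM GDP as competitor. Signal is normalized to the 6.5 mM cAMP agonist control.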
WRN inhibitor: qHTS for Inhibitors of WRN Helicase; WRN helicase unwinding, fluorescent forked duplex, kinetic; Potency, µM (series often up to 114 µM), for inactives: top-dose activity change, negative = inhibition, usual class: inhibitors; actives 0.46% (n = 360,000); AID 651768, 2012; further: potency means the concentration at half of the fitted maximal effect; on the % scale 0 is the no-effect control and ±100 the full control effect; nearly all actives have a fitted effect of over 55% in size
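Primary qHTS, 1536-well format. 20 nM WRN + compound, 15 min RT; start with 100 nM forked fluorophore/quencher duplex, 2 mM ATP (final); kinetic read ex 525/em 598 nm.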
PLK1 PBD inh: qHTS for Inhibitors of PLK1-PDB (polo-like kinase 1 - polo-box domain): Primary Screen; Serine/threonine-protein kinase PLK1 (Homo sapiens), P53350; Potency, µM, without a hit: max response, negative = inhibition, most hits filed as inhibitors; Plk1 PBD binding of FITC phosphopeptide, fluorescence polarization; actives 2.8% (n = 360,000); AID 720504, 2013; further: potency means the concentration at half of the fitted maximal effect; series mostly up to about 57 µM; on the % scale 0 is the no-effect control and ±100 the full control effect; nearly all actives have a fitted effect of over 65% in size
Target sequence (P53350 whole entry, looked up, the tested form may be a part): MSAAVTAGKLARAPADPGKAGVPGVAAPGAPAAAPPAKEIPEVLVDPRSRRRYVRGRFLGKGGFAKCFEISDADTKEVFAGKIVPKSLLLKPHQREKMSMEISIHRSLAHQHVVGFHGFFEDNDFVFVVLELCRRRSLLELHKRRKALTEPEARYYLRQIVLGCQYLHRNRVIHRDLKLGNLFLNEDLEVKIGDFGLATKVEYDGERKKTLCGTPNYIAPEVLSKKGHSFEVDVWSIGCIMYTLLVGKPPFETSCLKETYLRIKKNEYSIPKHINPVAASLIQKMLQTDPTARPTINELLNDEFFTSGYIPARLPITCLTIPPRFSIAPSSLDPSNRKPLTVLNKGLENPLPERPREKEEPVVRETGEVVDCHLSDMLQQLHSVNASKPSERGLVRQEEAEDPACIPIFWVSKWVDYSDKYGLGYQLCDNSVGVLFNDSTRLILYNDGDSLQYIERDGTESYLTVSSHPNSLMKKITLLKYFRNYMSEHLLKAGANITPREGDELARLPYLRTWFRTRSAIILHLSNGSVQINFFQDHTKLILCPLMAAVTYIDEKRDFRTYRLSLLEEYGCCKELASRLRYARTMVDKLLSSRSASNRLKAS
CCT chaperon mod: High-Throughput Screening for Modulators of Cytosolic Chaperonin Activity. purified chaperonin ATPase assay, HTRF ADP detection, 30 min. activity change, % (test concentration not listed), hits read low. actives 0.3% (n = 360,000). AID 651819, 2012; in the data active means activity change below about -30%; further: on the % scale 0 is the no-effect control and ±100 the full control effect
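Enzyme 40 or 20 nM (batch-dependent) in Tris pH 7.4/KCl/MgCl2/DTT; cpd 76 uM single point; ATP 10 uM; 30 min 37 °C; Transcreener ADP HTRF detection, 30 min RT; ratio 665/615.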
EPAC1 agonist: qHTS for Agonist of cAMP-regulated guanine nucleotide exchange factor 3 (EPAC1): primary screen. Rap guanine nucleotide exchange factor 3 (Homo sapiens), O95398. EPAC1 agonist qHTS, biochemical assay; response scale: 100% = response to 6.5 mM cAMP. Potency, µM (doses to about 154 µM), for inactives: top-dose activation, actives largely listed as activators. actives 0.073% (n = 360,000). AID 720707, 2013; further: potency means the concentration at half of the fitted maximal effect; nearly all actives have a fitted effect of over 60% in size
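Multi-concentration qHTS readout: loss of Rap1B-bound BODIPY-GDP fluorescence driven by 100 nM EPAC1 with excess GDP (50 uM), monitored kinetically at room temperature; agonist response expressed relative to 6.5 mM cAMP.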
IL-2 act: qHTS of IL-2 Activators | activation, % (series mostly up to about 46 µM) | actives 0.065% (n = 360,000) | IL-2 activation reporter assay, cell-based qHTS; stimulated with anti-CD3/CD4/CD28 beads; in transgenic mouse T cells; in the data active means activation above about 50%; inconclusive means mostly about 30% to 49%; further: 0% is about no effect
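Readout: EGFP and DsRed signals by fluorescent plate cytometry. Unstimulated transgenic mouse T cells received compound 60 min before antibody-bead stimulation, then incubated 18 h at 37 degrees C.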
EPAC1 antag: qHTS for Antagonist of cAMP-regulated guanine nucleotide exchange factor 3 (EPAC1): primary screen; Rap guanine nucleotide exchange factor 3 (Homo sapiens), O95398; EPAC1 GEF assay, Rap1b-BODIPY-GDP exchange fluorescence; Potency, µM (top dose mostly 115 µM), without a hit: at the highest dose activity change, negative = inhibition, most hits filed as inhibitors; actives 0.14% (n = 360,000);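 further: potency means the concentration at half of the fitted maximal effect; plate controls were vehicle for no effect and positive control for full effect; nearly all actives have a fitted effect of over 50% in size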
PI5P4Ka inh: qHTS for Inhibitors of phosphatidylinositol 5-phosphate 4-kinase (PI5P4K). actives 1.2% (n = 330,000). PI5P4Kalpha enzyme, ADP-Glo luminescence, 60 min; hits give low values. max response, %. AID 652105, 2013; active means max response of -50% or lower; inconclusive means between -30% and -50%; inactive means -30% or higher; further: value at the top dose of about 77 µM; on the % scale 0 is the no-effect control and ±100 the full control effect
Target sequence (P48426 whole entry, looked up): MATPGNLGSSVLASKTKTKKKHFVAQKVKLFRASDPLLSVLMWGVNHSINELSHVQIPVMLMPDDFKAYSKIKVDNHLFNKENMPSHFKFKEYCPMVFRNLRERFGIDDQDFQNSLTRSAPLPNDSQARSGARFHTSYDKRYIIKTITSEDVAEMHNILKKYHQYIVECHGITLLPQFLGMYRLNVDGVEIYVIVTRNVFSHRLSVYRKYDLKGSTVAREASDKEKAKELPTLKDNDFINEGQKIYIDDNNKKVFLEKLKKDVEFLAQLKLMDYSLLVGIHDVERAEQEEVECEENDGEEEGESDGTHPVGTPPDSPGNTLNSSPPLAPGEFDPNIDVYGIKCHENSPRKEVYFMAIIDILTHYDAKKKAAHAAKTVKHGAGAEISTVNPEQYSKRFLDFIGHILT
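Human PI5P4Kalpha with substrate in 0.038 M HEPES pH 7.4, 0.28 mM EGTA, 0.1% CHAPS, 5% DMSO; reaction started with 5 microM ATP (final), 60 min at room temperature. ADP formed read by ADP-Glo luminescence.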
The depositor's hits bear a star; ? = inconclusive; · = not tested or not shown; [ ] = another dose, or the depositor's remark. Unless noted, the call rests on the fitted dose curve; in most records, active means well fitted curve in the direction sought with a large enough effect; inconclusive means small, poorly fitted or top-dose-only effect, or another doubt; inactive means no such curve, though single readings can be large; an effect the other way counts as inactive or inconclusive. The list is partial; rates above refer to the full screens.

Second line of a record: PI5P4Ka inh	EPAC1 agonist	CCT chaperon mod	IL-2 act	PLK1 PBD inh	EPAC1 antag	WRN inhibitor	EPAC2 ag
1	CN(C)C(=O)c1ccc(NC(=O)c2cccc(-n3cnnn3)c2)cc1
→ 10	3%	0.3	2.3	-11%	-11%	5%	4%
2	O=Cc1ccccc1-c1cn(CCCOCc2ccccc2)nn1
→ -5	-3%	-4.8	-3.4	-23%	3%	-1%	12%
3	COc1ccc(NC(=O)CN(c2ccccc2F)S(=O)(=O)c2ccc(C)cc2)cc1
→ -2	-5%	-3.4	0.3	-14%	-23%	9%	4%
4	CC(CN1CCOCC1)OC(=O)c1ccccc1 (stereo not given)
→ -2	2%	-0.9	-0.7	8%	-2%	-1%	3%
5	Cc1ccc(F)c([C@H]2C3C=CCC(c4ccccc4)C3C(=O)N2Cc2ccccc2)c1 (stereo not given in full)
→ 3	-17%	1.8	-0.7	-13%	-2%	-8%	5%
6	COc1ccc(-c2nc3ccc(C)cn3c2CC2CCCCC2)cc1OC
→ -3	0%	-0.9	-0.6	5%	-4%	2%	12%
7	CC1CC1C(=O)OCC(=O)Nc1ccccc1Oc1ccccc1 (stereo not given)
→ -17	-1%	-2.8	-2.1	27µM*	-1%	3%	11%
8	Cc1ccc(C(=O)Nc2cccc3cccnc23)cc1C
→ 2	13%	0.3	0.4	-2%	-18%	-5%	17%
9	O=C(O)c1ccc(-c2nc(-c3ccc(Cl)cc3Cl)cs2)cc1
→ 4	-7%	1.9	-0.3	0%	-6%	-8%	-8%
10	Cc1ccc(OCCOc2ccc(Br)cc2/C=N\NC(N)=O)cc1
→ -4	-2%	-0.8	-4.4	-7%	-20%	0%	-1%
11	CCCn1c(CCNc2nc(-c3ccc(Cl)c([N+](=O)[O-])c3)cs2)nc2cc(Cl)c(Cl)cc21
→ 9	-2%	-1.0	0.9	-1%	-12%	-8%	10%
12	CCC(=O)Nc1ccc2c(c1)OC[C@@H](C)N(Cc1ccccc1F)C[C@@H](C)[C@@H](OC)CN(C)C2=O
→ 5	-6%	·	3.6	-4%	-20%	-2%	0%
13	O=C(Nc1ccc2c(c1)OCO2)c1ccc2sc([C@@H]3O[C@H](CO)[C@H](O)[C@H](O)[C@H]3O)nc2c1
→ 1	3%	0.9	0.2	-7%	-3%	7%[57.1 µM]	1%
14	CCc1ccc2c(c1)/C(=N/N(C)C(=S)NC)C(=O)N2
→ -1	-7%	-2.3	-3.6	-19%	-7%	4%	4%
15	COc1cccc(CNC(=O)CCC2CCCN(C/C=C/c3ccccc3OC)C2)c1 (stereo not given)
→ -3	6%	-6.0	2.2	-7%	0%	2%	5%
16	COc1ccc(CNC(=O)c2ccc(NC(=O)CC3SC(N4CCCC4)=NC3=O)cc2)cc1 (stereo not given)
→ -3	-6%	0.7	-1.9	-5%	-3%	1%	-2%
17	O=C(NCC(c1ccco1)N1CCCCC1)c1cccc(S(=O)(=O)Nc2ccccc2Cl)c1 (stereo not given)
→ 10	4%	0.7	-2.0	-10%	?	-34%	4%
18	O=C(NCCSc1ccccn1)c1ccc(Cl)cc1Cl
→ 4	4%	-2.8	0.8	?	10%	-6%	8%
19	COc1ccc(C(=O)NC2CCCCCC2)cc1S(=O)(=O)N1CCCC1
→ 1	15%	-1.6	0.4	-10%	-12%	1%	1%
20	CCCC1=C(C(=O)OCC)C(c2sccc2C)n2ncnc2N1 (stereo not given)
→ 4	6%	-1.8	1.2	-16%	5%	0%	10%
21	COc1ccc(C2C(C(=O)c3ccc(C)o3)=C(O)C(=O)N2Cc2cccnc2)cc1OC (stereo not given)
→ -1	-14%	-0.7	1.1	-13%	-20%	-12%	-5%
22	CC1(C)Oc2ccc3ccc(=O)oc3c2CC1O (stereo not given)
→ -1	2%	-1.4	1.5	6%	-8%	11%	5%
23	CCOc1cc(/C=N/NC(=O)c2ccc(O)cc2)ccc1Oc1nc(Cl)ncc1F
→ ?	0%	-1.3	0.2	-6%	-2%	-11%	18%
24	O=C(NC1CCN(S(=O)(=O)c2ccc(F)cc2)CC1)c1ccco1
→ 5	6%	-1.3	0.8	-6%	-12%	-33%	17%
25	CCOC(=O)C1CCN(C(=O)Cc2c(C(=O)O)n(C)c3ccccc23)CC1
→ 1	-2%	0.0	0.1	-2%	-11%	-25%	2%
26	Nc1nnc(SCc2cccc(C(F)(F)F)c2)s1
→ ·	5%	-2.7	0.0	-5%	4%	-7%	5%
27	Cc1nnc(Cc2ccco2)c2n[nH]c(C)c12
→ -9	11%	-0.4	-2.0	-5%	-8%	-29%	5%
28	C[C@H](CO)N1C[C@H](C)[C@@H](CN(C)C(=O)Nc2ccc3c(c2)OCO3)Oc2ccc(NC(=O)CCN3CCOCC3)cc2C1=O
→ -11	-15%	-1.4	0.4	-7%	-8%	-3%	0%
29	Cc1nc2c(-c3ccc(F)cc3)c(C)nn2c(C)c1CCC(=O)Nc1ccccc1
→ 16	1%	-1.7	-3.1	-5%	-17%	-5%	-7%
30	CCCNC(=O)NC(=O)COc1c(F)c(F)cc(F)c1F
→ -3	11%	-0.9	-0.3	0%	-4%	-34%	0%

Part of the list above, reduced to EPAC1 agonist and EPAC2 ag:
entry	SMILES	EPAC1 agonist	EPAC2 ag
4	CC(CN1CCOCC1)OC(=O)c1ccccc1 (stereo not given)	2%	3%
6	COc1ccc(-c2nc3ccc(C)cn3c2CC2CCCCC2)cc1OC	0%	12%
21	COc1ccc(C2C(C(=O)c3ccc(C)o3)=C(O)C(=O)N2Cc2cccnc2)cc1OC (stereo not given)	-14%	-5%
15	COc1cccc(CNC(=O)CCC2CCCN(C/C=C/c3ccccc3OC)C2)c1 (stereo not given)	6%	5%

Following part.
Second line of a record: PI5P4Ka inh	EPAC1 agonist	CCT chaperon mod	IL-2 act	PLK1 PBD inh	EPAC1 antag	WRN inhibitor	EPAC2 ag
31	O=C(CN1C(=O)NC2(CCCc3ccccc32)C1=O)Nc1ccccc1OC(F)F (stereo not given)
→ 1	6%	0.2	0.8	-3%	-28%	4%	16%
32	CCOc1ccc(NC(=O)CN(C)C2=NS(=O)(=O)c3ccccc32)cc1
→ -9	9%	-0.3	-2.4	-4%	9%	3%	8%
33	COC(=O)C1=CN(c2ccc(OC)cc2)C(N)=C(C#N)C1c1cccc2ccccc12 (stereo not given)
→ 2	5%	·	-0.7	5%	8%	-7%	-4%
34	CCC(=O)N1CCc2cc(Br)cc(S(=O)(=O)NCCCN(CC)Cc3ccccc3)c21
→ 7	3%	-0.4	-0.1	-4%	7%	-5%	8%
35	CCN(CC)CCNC(=O)c1sc2nc(-c3ccccc3)cn2c1C
→ -4	-5%	-1.2	-1.7	1%	9%	5%	1%
36	CCN(c1ccccc1)S(=O)(=O)c1ccc(Cl)c(NC(=O)Nc2ccc(Cl)cc2C#N)c1
→ -4	18%	-1.5	0.7	-1%	-12%	-24%	10%
37	Cc1cc(NC(=O)c2ccco2)sc1C
→ -4	7%	-2.4	0.0	-22%	-2%	2%	0%
38	COc1ccc(NC(=S)NC2CCN(Cc3ccccc3)CC2)cc1OC
→ -8	3%	0.6	-0.5	4%	-8%	-2%	-8%
39	O=C1SCC(c2ccc(Cl)cc2Cl)=NN1Cc1nnc(-c2ccccc2)o1
→ -18	3%	0.7	0.6	-3%	4%	0%	7%
40	CCn1c2ccccc2c2cc(/C=N/NC(=O)c3ccc(O)cc3)ccc21
→ -28	5%	1.4	-4.2	0%	-15%	-19%	-3%
41	O=C(CCC(=O)N1CCOc2ccccc21)N1CCN(c2ccccc2)CC1
→ 2	-12%	0.0	0.3	-7%	-13%	-3%	7%
42	Cc1nnc(SCC(=O)NC2CCCCC2)n(N)c1=O
→ ·	4%	-2.3	-1.2	-8%	2%	-1%	2%
43	COCCCn1cnc2c(c1=O)c1nc3ccccc3nc1n2CCc1ccccc1
→ 0	-6%	-0.5	1.2	0%	-7%	-18%	1%
44	O=c1[nH]cc(N(CCO)CCO)c(=O)[nH]1
→ 5	6%	-2.3	-3.4	-5%	-7%	-2%	13%
45	Cc1ccc(NC(=O)Cn2c(CCC(=O)O)ccc2-c2cccs2)cc1Cl
→ -17	-11%	-1.4	-1.1	-8%	-15%	0%	-2%
46	COc1c(Cl)cc(-c2noc(C)c2C(=O)NCc2ccccc2)cc1Cl
→ 9	0%	-0.3	-1.5	30µM*	-5%	0%	-3%
47	O=S(=O)(c1ccccc1)N1CCN=C1SCc1ccccc1Cl
→ 18	12%	-1.0	-0.5	6%	-6%	6%	4%
48	CC(C)(C)NC(=O)NC(=O)CSc1nnc(-c2ccccc2F)n1N
→ 2	7%	0.3	0.4	-7%	-11%	6%	1%
49	COc1ccc(OC)c(C2=NOC(C(=O)NCc3ccccn3)C2)c1 (stereo not given)
→ 0	10%	1.8	-0.3	3%	-20%	-3%	5%
50	Nc1ccc(C(=O)OCC(=O)NC2CCS(=O)(=O)C2)cc1[N+](=O)[O-] (stereo not given)
→ -1	6%	-2.0	-1.7	-29%	6%	5%	2%
51	O=C(Nc1cccc(S(=O)(=O)N2CCCC2)c1)c1ccc2c(=O)n3c(nc2c1)CCCCC3
→ -2	3%	-3.1	-5.5	-6%	-17%	-10%	9%
52	CCOc1ccc(Nc2nc3cc(S(=O)(=O)N(CC)CC)ccc3o2)cc1
→ ?	-12%	0.5	-1.0	5.3µM*	4%	-16%	-2%
53	Cc1cc(OCC(=O)Nc2nnc(C3CC3)s2)ccc1Cl
→ -15	13%	-0.4	-1.3	-2%	-6%	2%	-1%
